High-throughput results (PubChem)
IL-2 act: qHTS of IL-2 Activators; IL-2 activation reporter assay, cell-based qHTS; stimulated with anti-CD3/CD4/CD28 beads; in transgenic mouse T cells; activation, % (series mostly up to about 46 µM); actives 0.065% (n = 360,000); AID 652025, 2013; in the data active = activation above about 50%; inconclusive = mostly about 30% to 49%; also: 0% is about no effect
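Unstimulated transgenic mouse T cells preincubated 60 min with compound, then stimulated with anti-CD3/anti-CD4-coated beads plus anti-CD28 for 18 h at 37 degrees C. IL-2 response read as EGFP and DsRed fluorescence by plate cytometry.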
D3 ag: qHTS of D3 Dopamine Receptor Agonist: qHTS; D(3) dopamine receptor (Homo sapiens), P35462; D3R DiscoveRx beta-arrestin cells, luminescence, 90 min; max activation, %; actives 0.58% (n = 410,000); AID 652048, 2013; in the data active = max activation above about 30%; also: 0% is about no effect; mostly tested at two doses, the higher about 12 µM
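Agonist mode: compounds and dopamine controls were applied to plated cells for 90 min at 37 degrees C after an overnight attachment at 1500 cells/well. Luminescent read-out followed 30 - 60 minutes at room temperature with DiscoveRx detection reagent.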
PI5P4Ka inh: qHTS for Inhibitors of phosphatidylinositol 5-phosphate 4-kinase (PI5P4K); max response, %; Phosphatidylinositol 5-phosphate 4-kinase type-2 alpha (Homo sapiens), P48426; actives 1.2% (n = 330,000); PI5P4Kalpha enzyme, ADP-Glo luminescence, 60 min; hits give low values; active = max response of -50% or lower; inconclusive = between -30% and -50%; inactive = -30% or higher; also: value at the top dose of about 77 µM; % is scaled to controls: 0 for no effect and ±100 for the full control effect
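Luminescence from ADP-Glo served as readout of PI5P4Kalpha activity in a qHTS format. Reaction: enzyme, substrate, compound, ATP at 5 microM final, 60 min at RT.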
HEK293 tox: qHTS of GLP-1 Receptor Inverse Agonists: Cytotox Screen. HEK293 cAMP-luciferase reporter cells, luminescence, 24 h. actives 0.13% (n = 410,000). AID 624418, 2012. Potency, µM (top dose mostly 38.3 µM), without a hit: at the highest dose activity change, negative = inhibition, actives largely listed as inhibitors;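 also: loss of luciferase light is scored as toxicity; potency is read from the fitted curve at half-maximal effect; % is scaled to controls: 0 for no effect and ±100 for the full control effect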
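A 23 nL compound transfer followed 12 hours of cell culture at 37 deg C; exposure then lasted 24 hr. Luciferase assay detection reagent was dispensed and plates read for luminescence after a 12 min room-temperature wait.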
GLP-1R inv ag: qHTS of GLP-1 Receptor Inverse Agonists (Inhibition Mode) | HEK293 GLP-1R CRE-luciferase, luminescence, 24 h; GLP-1R form is constitutively active | Potency, µM (top dose mostly 38.3 µM), without a hit: top-dose activity change, negative = inhibition, usual class: inhibitors | actives 1.6% (n = 410,000) | AID 624417, 2012; also: potency is read from the fitted curve at half-maximal effect; % is scaled to controls: 0 for no effect and ±100 for the full control effect; nearly all actives have a fitted effect of over 55% in size
Target sequence (P43220 whole entry, looked up): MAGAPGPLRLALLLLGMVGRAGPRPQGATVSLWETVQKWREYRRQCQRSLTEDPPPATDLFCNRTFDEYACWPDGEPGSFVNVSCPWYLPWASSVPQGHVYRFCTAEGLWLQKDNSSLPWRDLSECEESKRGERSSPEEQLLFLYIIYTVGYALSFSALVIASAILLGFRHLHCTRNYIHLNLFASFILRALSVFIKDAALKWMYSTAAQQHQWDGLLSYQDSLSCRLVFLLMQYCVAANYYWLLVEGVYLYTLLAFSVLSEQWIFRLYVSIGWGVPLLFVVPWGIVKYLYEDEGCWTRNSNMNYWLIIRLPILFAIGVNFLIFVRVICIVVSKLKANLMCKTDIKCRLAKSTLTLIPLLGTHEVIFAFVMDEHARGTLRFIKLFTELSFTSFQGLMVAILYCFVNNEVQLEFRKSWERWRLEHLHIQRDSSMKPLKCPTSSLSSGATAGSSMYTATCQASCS
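Inverse agonism was detected as reduced cAMP-driven luciferase luminescence after 24 h compound treatment. The cells were HEK293 clones expressing constitutively active human GLP-1R with the reporter. Reporter-only and GPR119 cell lines served as counterscreen controls.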
PLK1 PBD inh: qHTS for Inhibitors of PLK1-PDB (polo-like kinase 1 - polo-box domain): Primary Screen; Serine/threonine-protein kinase PLK1 (Homo sapiens), P53350; Plk1 PBD binding of FITC phosphopeptide, fluorescence polarization; Potency, µM, without a hit: max response, negative = inhibition, most hits filed as inhibitors; actives 2.8% (n = 360,000); AID 720504, 2013; also: potency is read from the fitted curve at half-maximal effect; series mostly up to about 57 µM; % is scaled to controls: 0 for no effect and ±100 for the full control effect; nearly all actives have a fitted effect of over 65% in size
Target sequence (P53350 whole entry, looked up, the tested form may be a part): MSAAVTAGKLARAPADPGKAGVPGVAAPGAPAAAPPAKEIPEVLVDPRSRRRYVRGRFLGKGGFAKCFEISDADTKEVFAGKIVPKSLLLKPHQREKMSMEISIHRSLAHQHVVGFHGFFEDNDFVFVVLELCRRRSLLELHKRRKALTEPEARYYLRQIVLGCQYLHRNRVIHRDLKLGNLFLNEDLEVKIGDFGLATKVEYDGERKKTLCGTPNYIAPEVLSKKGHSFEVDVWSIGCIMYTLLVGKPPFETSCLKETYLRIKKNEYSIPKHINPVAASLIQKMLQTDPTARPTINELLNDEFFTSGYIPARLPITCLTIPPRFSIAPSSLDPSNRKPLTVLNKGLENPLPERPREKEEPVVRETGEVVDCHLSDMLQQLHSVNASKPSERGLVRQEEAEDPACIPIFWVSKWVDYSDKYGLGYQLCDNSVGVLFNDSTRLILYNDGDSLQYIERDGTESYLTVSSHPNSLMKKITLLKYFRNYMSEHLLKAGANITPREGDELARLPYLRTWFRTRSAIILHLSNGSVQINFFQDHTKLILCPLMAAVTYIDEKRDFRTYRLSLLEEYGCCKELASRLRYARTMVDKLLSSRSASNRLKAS
GLP-1R agonist: qHTS of GLP-1 Receptor Agonists; Glucagon-like peptide 1 receptor (Homo sapiens), P43220; HEK293 GLP-1R CRE-luciferase, luminescence, 4-6 h; cells express a hypersensitive GLP-1R form; actives 0.007% (n = 380,000); Potency, µM (top dose mostly 45.6 µM), for the others: at the top dose activation, most hits filed as activators; also: potency is read from the fitted curve at half-maximal effect; % of control where 0% means no effect
WRN inhibitor: qHTS for Inhibitors of WRN Helicase; AID 651768, 2012; WRN helicase unwinding, fluorescent forked duplex, kinetic; Potency, µM (top dose mostly 114 µM), inactives show at the top dose activity change, negative = inhibition, usual class: inhibitors; Bifunctional 3'-5' exonuclease/ATP-dependent helicase WRN (Homo sapiens), Q14191; actives 0.46% (n = 360,000); also: potency is read from the fitted curve at half-maximal effect; % is scaled to controls: 0 for no effect and ±100 for the full control effect; nearly all actives have a fitted effect of over 55% in size
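WRN at 20 nM final preincubated with compound 15 min at room temperature; reaction started with 100 nM fluorophore/quencher forked duplex oligonucleotide and 2 mM ATP final. Unwinding followed kinetically by red fluorescence (ex 525, em 598 nm).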
DRD3 antagonist: qHTS of D3 Dopamine Receptor Antagonist: qHTS; D(3) dopamine receptor (Homo sapiens), P35462; D3R cells, DiscoveRx beta-arrestin luminescence, antagonist mode; hits give low values; actives 2.5% (n = 360,000); max response, negative = inhibition, %; in the data active = max response below about -50%; inconclusive = no clear call, values can overlap the other calls; also: % is scaled to controls: 0 for no effect and ±100 for the full control effect; mostly tested at two doses, the higher about 12 µM
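Cells plated overnight at 1500 cells/well, then exposed to library compounds with dopamine controls for 90 minutes at 37 degrees C. DiscoveRx reagent added for 30–60 minutes at room temperature; luminescence read, quantitative HTS format.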
An asterisk follows results filed as active; ? = inconclusive; nt = no result given; [ ] = another dose, or the depositor's remark. Unless noted, calls follow the shape of the dose curve; as a rule, active = well fitted curve in the direction sought with a large enough effect; inconclusive = small, poorly fitted or top-dose-only effect, or another doubt; inactive = no such curve, though single readings can be large; an effect the other way counts as inactive or inconclusive. Outcome played no part in choosing rows. About 7.8% of those tested had a hit in this group.

SMILES | IL-2 act | D3 ag | PI5P4Ka inh | HEK293 tox | GLP-1R inv ag | PLK1 PBD inh | GLP-1R agonist | WRN inhibitor | DRD3 antagonist
Cc1nc(C)c(C(=O)OCC(=O)Nc2ccccc2SCC#N)s1 | 0.0 | 6.2 | -1.4 | 22.3% | 31.9% | -0.6% | -0.8% | -23.9% | 10.1
O=C(OCC(=O)N1CCCCCC1)c1ccc(F)cc1F | 1.0 | 0.4 | 2.1 | -0.4% | 30.9%[activator] | 2.0% | 2.3% | -1.6% | 4.2
COCCNC(=O)CSc1ccccc1C(=O)NCC1CCCCC1 | -3.0 | -14.3 | 2.5 | 12.1% | 2.7% | -8.2% | 8.6% | -0.4% | -4.3
Cc1cccc(N2CC(C(=O)O)CC2=O)c1 (centres undefined) | 0.9 | -5.2 | -0.6 | -0.6% | 0.6% | -9.6% | -11.4% | 1.2% | -5.3
Cc1ccc(C(CC(=O)NCCCN(C)C)c2ccc(OC(C)C)cc2)cc1 (centres undefined) | 1.5 | -19.3 | 15.3 | -17.0% | 11.2µM* | 0.8% | 7.7% | 4.2% | 9.6
Cc1nc([N+](=O)[O-])c(Br)n1CC(=O)c1ccc(Br)cc1 | -2.8 | -11.3 | -0.3 | -6.6% | ? | ? | -25.0% | -30.7% | -23.5
CCCCCSc1nc2c(cnn2-c2ccc(F)cc2)c(=O)[nH]1 | 1.4 | 10.3 | -7.0 | 2.0% | -9.7% | 26.7µM* | 6.9% | 3.7% | 9.7
O=C(NC(=S)N1CCN(c2ccc(O)cc2)CC1)c1cccs1 | 0.5 | 3.1 | -17.4 | ? | ? | -22.1% | -1.7% | 1.1% | 88.2
CN1CCN(S(=O)(=O)c2cccc(C(=O)N3CCN(c4ccccc4)CC3)c2)CC1 | 1.9 | -10.6 | 1.2 | -23.3% | 12.0% | 3.0% | -3.2% | 2.3% | 0.4
Cc1cc(-c2nnc3n2CCCCC3)c(C)n1-c1ccccc1 | 0.5 | -2.3 | 4.2 | -7.5% | 4.0% | -0.2% | 1.5% | -0.4% | 22.6
COc1ccc(C(C)=O)cc1COC(=O)Cn1cnc2ccccc2c1=O | -0.4 | -0.1 | nt | 4.5% | 0.0% | -15.2% | 13.8% | -5.0% | 11.6
COc1cccc(-c2cccc(NC(=O)C3CCN(CCCn4cccn4)CC3)c2)c1 | -2.5 | -1.1 | 5.7 | -1.2% | -27.4% | -1.3% | 5.8% | 14.9% | -3.0
COc1ccc2nc(C)c3cc(C)oc3c2c1 | 0.5 | -0.6 | -6.1 | -2.4% | 17.3% | ? | 3.6% | -1.5% | 13.8
CC(C)Cn1c(-c2cccc(S(=O)(=O)N3CCOCC3)c2)n[nH]c1=S | -0.1 | 1.7 | 3.7 | 2.7% | 15.2% | -1.2% | 2.0% | 10.2% | -3.0
C=CCSc1nc(N)c(C(=O)Nc2ccccc2)cc1C#N | 0.6 | -2.6 | -0.3 | 2.5% | 2.2% | -6.7% | 2.5% | 2.5% | -23.5
Cc1oc(C(C)(C)C)cc1C(=O)NC(Cc1ccccc1)C(=O)O (centres undefined) | -1.1 | -10.7 | 9.5 | 5.7% | 1.0% | -7.6% | -1.5% | -5.1% | -11.2
COc1cc(C(=S)N2CCOCC2)ccc1OS(=O)(=O)c1ccc(C)cc1 | -2.3 | 2.8 | -4.9 | -11.7% | -26.9% | -8.9% | 11.1% | 3.7% | 6.7
COc1ccccc1N1CCN(c2ccc(S(=O)(=O)N3CCN(C)CC3)cn2)CC1 | 1.1 | -10.6 | -0.1 | -1.5% | -17.6% | -18.9% | 1.8% | -6.6% | -0.3
CC1=C(C)CC(C(=O)NNC(=O)c2csc(C)c2C)C(C(=O)O)C1 (centres undefined) | -0.2 | -6.2 | -3.2 | 3.0% | 17.0% | -2.7% | 7.2% | -9.1% | -9.0
COCCNC(=O)Cn1cnc2sc(C)c(S(=O)(=O)N3CCC(C)CC3)c2c1=O | -1.6 | -2.6 | -11.1 | -16.4% | -7.3% | -4.2% | -6.0% | 15.8% | 3.0
O=C(NCCc1c[nH]c2ccccc12)/C(=C\c1cccs1)NC(=O)c1ccccc1 | 10.5 | 2.9 | 1.8 | -2.6% | -27.2% | 26.7µM* | 2.4% | -3.3% | -28.9
CN(C)c1ccc(C(=O)C=Cc2ccc([N+](=O)[O-])cc2)cc1 | 0.2 | -5.3 | 1.9 | -5.7% | -8.8% | -0.2% | -1.6% | -3.0% | -3.3
CC1=C(C#N)C2(O)C(=O)c3ccccc3C2(O)N1 (centres undefined) | 0.4 | 0.6 | -9.5 | -7.6%[0.307 µM] | -9.9%[0.307 µM] | -5.0% | 2.6% | 1.8% | 1.3
Cc1ccc(CNC(=O)c2cc(C)nn2-c2ccccc2)cc1 | -2.3 | 2.5 | 3.8 | -5.7% | ? | 5.0% | 6.1% | -3.4% | 5.9
Cc1noc(C)c1CSc1nc2ccccc2s1 | 0.2 | 4.6 | -9.1 | 6.8% | -24.2% | ? | 28.1% | -11.5% | -4.8
SMILES | IL-2 act | D3 ag | PI5P4Ka inh | HEK293 tox | GLP-1R inv ag | PLK1 PBD inh | GLP-1R agonist | WRN inhibitor | DRD3 antagonist
COC(=O)C1=C(C)N(c2ccc(F)c(Cl)c2)C(=O)C1 | 8.7 | 1.7 | 5.3 | 7.3% | 0.0% | -9.5% | -4.8% | 3.6% | 5.9
Cn1c(=O)c2c(ncn2CC(=O)N2CCN(c3cccc(Cl)c3)CC2)n(C)c1=O | -1.1 | -2.4 | -0.7 | -20.1% | -8.8% | -1.3% | -4.1% | 3.1% | -7.8
O=C(CC(c1ccc(F)cc1)c1ccco1)N1CCCC1 (centres undefined) | -0.6 | 4.5 | 0.4 | -12.9% | 0.1% | -10.3% | -1.7% | -6.7% | 15.1
CCOc1ccc2nc(N3CCOCC3)nc(C)c2c1 | -0.5 | -3.5 | 6.0 | 244.1%[activator] | 22.6% | -1.1% | 9.9% | 10.0% | 0.4
O=C(Cn1c(=O)oc2cc(S(=O)(=O)N3CCCC3)ccc21)NCc1ccccn1 | -1.8 | 1.0 | 0.6 | -7.0% | -2.0% | 4.6% | -5.0% | 6.0% | 5.5
CCC1CCC2(CC1)NC(=O)N(CC(=O)NCc1ccccc1Cl)C2=O (centres undefined) | 1.6 | -1.9 | 3.2 | 11.1% | ? | -2.4% | -3.1% | -27.3% | 8.5
O=C(CCOc1ccccc1)Nc1ccnn1C1CCN(Cc2ccc(F)cc2)CC1 | -6.7 | -7.4 | 5.8 | 9.7% | ? | -6.5% | 5.7% | -20.2% | -0.1
CCN(CC)c1ccc(S(=O)(=O)N2CCOCC2)cc1NC(=O)COC(=O)/C=C/c1ccco1 | -0.8 | 4.3 | -14.8 | 0.0% | 3.0% | -6.1% | 8.9% | -8.7% | 23.2
Cc1cc(C)n2c(SCC(=O)N(CCC#N)c3ccc4c(c3)OCCO4)nnc2n1 | 1.2 | -0.1 | -61.4* | 5.7% | -2.5% | ? | 2.5% | -7.1%[11.6 µM] | ?
Cc1nc2ncc(Br)cc2[nH]1 | 0.4 | 2.9 | 6.7 | 5.9% | 12.8% | -11.9% | -5.3% | -9.8% | -2.4
O=[N+]([O-])c1ccc(C2=NN(CCO)C(=Nc3ccc(OC(F)(F)F)cc3)SC2)cc1 | -0.4 | 10.2 | -4.2 | ? | ? | -18.7% | 7.5% | -10.7% | -56.1*
CCN(C1CCS(=O)(=O)C1)S(=O)(=O)c1cccs1 (centres undefined) | -1.2 | -5.1 | nt | 7.7% | 12.7% | -16.3% | 2.2% | -5.1% | 12.4
CCc1nc(N2CCN(S(=O)(=O)c3ccc(Br)cc3)CC2)c2c(C)c(C)sc2n1 | 1.0 | -4.2 | nt | -9.1% | 2.8% | 0.7% | -2.5% | -5.9%[57.1 µM] | -1.9
Cc1cc(C)n2c(C)nnc2c1 | 1.8 | -3.3 | -8.3 | -9.6% | 14.3% | -2.3% | 3.9% | 15.7% | -7.2
O=C(c1ccc(S(=O)(=O)Cc2ccccc2Cl)c([N+](=O)[O-])c1)N1CCN(c2ccccn2)CC1 | -1.4 | -4.5 | 2.1 | -4.0% | 10µM* | ? | -0.6% | -21.8% | -14.4
N#CC1=C(SCC(=O)NC23CC4CC(CC(C4)C2)C3)NC(=O)C(C#N)C12CCCCC2 (centres undefined) | -1.2 | 17.7 | nt | ? | ? | -17.7% | -7.3% | -17.7% | 40.0
Cc1ccc(S(=O)(=O)N2CCOCC2)cc1NC(=O)CSc1nnnn1C1CCCC1 | 0.8 | 1.9 | 1.8 | -2.6% | -20.9% | 2.5% | -0.7% | 3.9% | 13.6
CC1(C(=O)NS(=O)(=O)c2cccs2)CCN1C(=O)C1CC1 (centres undefined) | -0.5 | -4.4 | 0.2 | -7.1% | 7.5% | -3.5% | -6.1% | -3.1% | 4.4
COC(=O)c1ccccc1SC(CC(=O)c1ccccc1)c1ccc(F)cc1 (centres undefined) | -0.9 | 4.7 | 17.8 | 1.7% | -19.7% | -0.2% | 0.4% | -26.6% | 4.6
Cc1nnc(SCC(=O)NNC(=O)c2ccccc2)n1-c1ccccc1 | 0.0 | -1.2 | 2.2 | 5.1% | 1.0% | -2.7% | 0.0% | -17.7% | 9.8
